Compound activity as filed in PubChem BioAssay.
RNase H inhibition: RNase H inhibition, HIV 1 Gag Pol polyprotein, FRET biochemical assay, screening (AID 372); HIV-1 RT RNase H, FRET RNA/DNA substrate fluorescence; higher % means a stronger effect; inhibition, % at 10 µM, or IC50 in µM where a hit was titrated; actives 0.77% (n = 100,000); in the data active = inhibition above about 50%
* = called active by the depositor. The list is partial. The share of hits here may be higher or lower than overall.

SMILES	RNase H inhibition
CCN(CC)c1ccc(NC(=O)S(=O)(=O)c2ccccc2)cc1	16%
COc1ccc(C(=O)N2CCN(c3ccccc3)CC2)c(OC)c1	8%
Cc1ccccc1NC(=O)c1ccccc1NC(=O)C(O)(c1ccccc1)c1ccccc1	2%
C=CCOc1ccc2c(C(F)(F)F)cc(=O)oc2c1	12%
NC(=O)c1cccc2c1-c1ccccc1/C2=N\O	24%
CC(/C=N/NC(=O)c1cccnc1)c1ccccc1 (stereo not given)	9%
Cc1ccc(-c2nc3ncccc3o2)cc1NC(=S)NC(=O)c1ccccc1Cl	5%
C/C(=N\NC(=O)CCC(=O)O)c1c(-c2ccccc2)c2cc(Cl)ccc2[nH]c1=O	12%
c1ccc(C2=C(c3ccccc3)N3CCN=C3S2)cc1	3%
Cc1cc(/C=N/NC(=O)C(=O)NCc2ccccn2)c(C)n1-c1cccc(Br)c1	19%
Cc1c(C)c2ccc(OCC(=O)C(C)(C)C)cc2oc1=O	0%
O=C(NCCN1CCN(C(=O)c2cccc(Br)c2)CC1)C(=O)Nc1ccc(F)cc1	7%
N#C/C(=C\Nc1ccccc1[N+](=O)[O-])c1nc(-c2ccc(Br)cc2)cs1	2%
Cc1cc2c(nc3s/c(=C\c4cccc(Cl)c4)c(=O)n32)c(Br)c1C	12%
CC(C)C(=O)Nc1ccc2oc(-c3cccc(I)c3)nc2c1	8%
O=C(COc1ccc(Br)cc1)Nc1ccc2c(c1)C(=O)c1ccccc1C2=O	43%
Cc1ccc(C2(CC#N)CCOC(C)(C)C2)cc1 (stereo not given)	0%
Cc1cccc(NC(=O)C(=O)NCCCn2ccnc2)c1	13%
COc1ccc(/C=C2/SC(=S)N(CCC(=O)N3CCN(C)CC3)C2=O)cc1	12%
COc1ccc(CNC(=O)C(=O)Nc2ccccc2F)cc1	15%
CC1(C)NC(=O)N(CC(O)CN(c2ccccc2)S(=O)(=O)c2ccccc2[N+](=O)[O-])C1=O (stereo not given)	0%
CCOc1cc(C2C(C(=O)OC(C)C)=C(C)NC3=C2C(=O)CC(c2ccc(OC)cc2)C3)ccc1O (stereo not given)	9%
C/C(NC(=O)c1ccccc1)=C1/C(=O)CC2C1C2(C)C (stereo not given)	7%
Oc1ccccc1-c1cc(-c2cccc(Br)c2)n[nH]1	34%
CCOc1ccc(N2C(=O)/C(=C/c3ccc(-c4ccc([N+](=O)[O-])cc4)o3)C(=O)NC2=S)cc1	12%
O=C(NC(=S)Nc1cc(Cl)c(Cl)cc1Cl)c1cccc(Cl)c1	32%
CCOC(=O)C1CCN(Cc2cc([N+](=O)[O-])ccc2Cl)CC1	18%
Cc1c(C(=O)O)c(-c2ccccc2)nn1-c1ccccc1	4%
Cc1ccc(-n2nc(C)c(-c3cccc([N+](=O)[O-])c3)c2C)cc1C	4%
CCOC(=O)CC(=O)c1cc(C(C)=O)c(Nc2ccccc2)s1	8%
O=C1C(=O)N(CCCO)C(c2ccccc2)/C1=C(\O)c1ccc(Br)cc1 (stereo not given)	0%
C(=N\NC1=NCCN1)/c1ccncc1	17%
CCC(=O)Nc1nc(-c2ccc(OC)c(Br)c2)cs1	18%
COc1cc(C=C2C(=O)c3ccccc3C2=O)ccc1OCc1ccc(F)cc1	7%
COc1ccc(CNC(=O)COc2cccc(C)c2)cc1	0%
C=C(C)Cn1c(-c2ccc(OC)cc2)n[nH]c1=S	5%
O=C(Cc1ccccc1)NNC(=O)c1cccs1	11%
CCOC(=O)C1=C(C)NC2=C(C(=O)CC(C)(C)C2)C1c1cc(OC)c(OC)cc1Br (stereo not given)	11%
COc1cc(C(=O)Nc2cccc(-c3nc4ccccc4o3)c2C)cc(OC)c1OC	12%
CCOc1ccccc1/C=C(\C#N)c1nc(-c2cc3c(ccc4ccccc43)oc2=O)cs1	0%

A draw from above in order of heavy-atom count, low to high.
SMILES	RNase H inhibition
C(=N\NC1=NCCN1)/c1ccncc1	17%
O=C(Cc1ccccc1)NNC(=O)c1cccs1	11%
Oc1ccccc1-c1cc(-c2cccc(Br)c2)n[nH]1	34%
C/C(NC(=O)c1ccccc1)=C1/C(=O)CC2C1C2(C)C (stereo not given)	7%
COc1ccc(CNC(=O)COc2cccc(C)c2)cc1	0%
CCOC(=O)C1CCN(Cc2cc([N+](=O)[O-])ccc2Cl)CC1	18%
CCOC(=O)CC(=O)c1cc(C(C)=O)c(Nc2ccccc2)s1	8%
Cc1ccc(-n2nc(C)c(-c3cccc([N+](=O)[O-])c3)c2C)cc1C	4%
O=C1C(=O)N(CCCO)C(c2ccccc2)/C1=C(\O)c1ccc(Br)cc1 (stereo not given)	0%
COc1ccc(/C=C2/SC(=S)N(CCC(=O)N3CCN(C)CC3)C2=O)cc1	12%
COc1cc(C=C2C(=O)c3ccccc3C2=O)ccc1OCc1ccc(F)cc1	7%
CCOC(=O)C1=C(C)NC2=C(C(=O)CC(C)(C)C2)C1c1cc(OC)c(OC)cc1Br (stereo not given)	11%
COc1cc(C(=O)Nc2cccc(-c3nc4ccccc4o3)c2C)cc(OC)c1OC	12%
CC1(C)NC(=O)N(CC(O)CN(c2ccccc2)S(=O)(=O)c2ccccc2[N+](=O)[O-])C1=O (stereo not given)	0%
CCOc1ccccc1/C=C(\C#N)c1nc(-c2cc3c(ccc4ccccc43)oc2=O)cs1	0%
CCOc1cc(C2C(C(=O)OC(C)C)=C(C)NC3=C2C(=O)CC(c2ccc(OC)cc2)C3)ccc1O (stereo not given)	9%

(listing goes on)
SMILES	RNase H inhibition
CCCCOC(=O)c1c(NC(=O)C2C3CCC(C3)C2C(=O)O)sc2c1CCCC2 (stereo not given)	11%
COc1ccc(CCN=C(C)C2=C(O)COC2=O)cc1OC	3%
COc1ccc(C(=O)NC(=S)Nc2ccc([N+](=O)[O-])cc2Br)cc1	14%
CCOC(=O)c1ccc(N2C(=O)CC(N3CCC(Cc4ccccc4)CC3)C2=O)cc1 (stereo not given)	8%
CCC(=O)Oc1cc(OC(=O)CC)c2c(C)cc(=O)oc2c1	6%
Cc1cccc(C=Nc2cccc([N+](=O)[O-])c2)c1	32%
CN(C)CCN1C(=O)C(=O)/C(=C(/O)c2ccccc2)C1c1cccc(F)c1 (stereo not given)	19%
COc1cc(OC)cc(C(=O)Nc2ccc(-c3nc4ncccc4o3)cc2)c1	1%
O=S(=O)(NC1C2CC3CC(C2)CC1C3)c1ccc(Cl)cc1 (stereo not given)	0%
COC(=O)c1ccc2c(c1)nc(C)n2-c1ccccc1	0%
O=C(O)c1ccc(Br)c(S(=O)(=O)N2CCCC2)c1	0%
CCOC(=O)C1=C(C)N=c2s/c(=C\c3ccc(Br)o3)c(=O)n2C1c1c(OC)ccc2ccccc12 (stereo not given)	21%
CC1(C)Cc2ccccc2C(N)=C1C#N	19%
Cc1ccc(C2C=C(c3cccs3)Oc3ccccc32)cc1 (stereo not given)	9%
c1ccc(CN2CCN(Cc3ccccc3)C2c2ccc3ccccc3c2)cc1	25%
O=C(NC12CC3CC(CC(C3)C1)C2)C(F)(F)F	0%
Cc1nn(CC(=O)Nc2cc(Oc3cccc(C(F)(F)F)c3)cc([N+](=O)[O-])c2)c(C)c1[N+](=O)[O-]	0%
COc1ccc(/C=C2/C(=O)NN(c3cccc(Cl)c3)C2=O)cc1	4%
COc1cc(OC)cc(C(=O)N2CCN(Cc3cccc4ccccc34)CC2)c1	13%
CCOc1ccc(-c2nn(-c3ccccc3)cc2/C=C2\SC(=S)N(CCOC)C2=O)cc1	0%
Cc1cc(-c2ccccc2)n(-c2n[nH]c(=S)n2N)n1	7%
COc1cc(/C=C2\SC(N)=NC2=O)ccc1OCc1c(Cl)cccc1Cl	45%
Nc1n[nH]c(N)c1N=Nc1cccc(C(F)(F)F)c1	18%
CCOc1cc(C=NN2CCN(C3c4ccccc4-c4ccccc43)CC2)ccc1O	22%
CCc1ccc(OCC(=O)Oc2ccc3ccccc3c2)cc1	11%
O=C(COC(=O)c1ccc(OC(=O)c2ccc([N+](=O)[O-])cc2)cc1)c1ccccc1	15%
COc1ccc(CCNC(=O)c2ccc(C#Cc3ccccc3)cc2)cc1OC	8%
Cc1c(C(c2ccc(I)o2)c2c(C)n(C)n(-c3ccccc3)c2=O)c(=O)n(-c2ccccc2)n1C	0%
COC(=O)C1CCN(C(=O)c2cccc(Br)c2)CC1	11%
Cc1ccc(-c2nc3ccccc3s2)cc1NC(=O)COc1ccc(Cl)cc1	69%*
Oc1ccc(/C=N/Nc2nncc(-c3ccccc3)n2)c(O)c1O	6.8µM*
COc1cc(/C=C2/C(=O)NC(=O)N(c3cccc(C)c3)C2=O)cc(Cl)c1O	15%
O=C1CN(S(=O)(=O)c2cccc([N+](=O)[O-])c2)CC(=O)N1	4%
Brc1ccc(OCCCCN2CCCC2)cc1	15%
[O-]/[N+](Cc1ccccc1)=N\OCO/N=[N+](\[O-])Cc1ccccc1	3%
CCOC(=O)c1sc(NC(=O)c2cc(Cl)ccc2OC)c(C(N)=O)c1C	2%
Cc1c(Cl)cccc1NC(=O)CCC(=O)NNC(=O)COc1ccc(Cl)cc1	8%
O=[N+]([O-])c1ccc(-c2cnc(NO)nc2)cc1	1%
CCCOc1ccc(N2C(=O)CC(S/C(N)=N/N=C(\C)c3cccs3)C2=O)cc1 (stereo not given)	13%
CN(C)/C=C1\N=C(c2ccccc2Cl)OC1=O	2%
CCc1ccc(N2CC(C(=O)Nc3ccc(Br)cc3)CC2=O)cc1 (stereo not given)	24%
O=C(Nc1ccc(Cl)cc1)C(=O)NC1CC1	10%
COc1cc(C2NC(=S)NC(C)=C2C(=O)Nc2ccc(Br)cc2)ccc1O (stereo not given)	12%
CCN=C1SC(CC(=O)Nc2cccc(C(F)(F)F)c2)C(=O)N1CC (stereo not given)	18%
O=C(c1cc2nc(-c3ccc([N+](=O)[O-])cc3)cc(C(F)(F)F)n2n1)N1CCCC1	6%
CCCOC(=O)c1ccc(NC(=O)c2cc(Br)ccc2OC)cc1	4%
COc1ccc(C2Nc3ccccc3C(=O)N2Cc2ccccc2)cc1CN1C(=O)c2ccccc2C1=O (stereo not given)	4%
C=CCOc1ccc(/C=C2\C(=O)NC(=S)N(c3ccccc3)C2=O)cc1OC	13%
CCCOc1cccc(C(=O)Nc2cc(OC)c(OC)cc2C(=O)O)c1	8%
O=C(O)c1ccccc1C(=O)OCCN1CCOCC1	4%
CCCC(=O)NS(=O)(=O)c1ccc(NS(=O)(=O)c2ccc(C)cc2)cc1	11%
Cc1ccc(C(=O)N(Cc2ccccc2)Cc2ccccc2)cc1	4%
CCCCCCCC(=O)NNC(=O)c1ccco1	15%
O=C(Nc1ccccc1C(=O)NCc1ccccc1)c1ccccc1Cl	23%
Cc1ccc(OCC(=O)Nc2ccc(I)cc2Cl)c(C)c1	2%
O=C(O)/C=C/c1ccc(-c2ccc(Cl)c(Cl)c2)o1	24%
COc1ccccc1NC(=O)c1cc2cc(Br)ccc2oc1=O	30%
O=C(O)c1cc(N2C(=O)c3ccccc3C2=O)ccc1Cl	10%
Cc1ccc(-n2c(C)cc(/C=N/NC(=O)c3ccncc3)c2C)cc1	8%
COC(=O)COc1ccc2c(=O)c(Oc3cnn(-c4ccccc4)c3)c(C(F)(F)F)oc2c1C	23%

(more compounds)
SMILES	RNase H inhibition
COc1ccccc1CN1CCN(C2CCCCC2)CC1	0%
N#C/C(=C\c1ccc(-c2cccc([N+](=O)[O-])c2)o1)C(=O)Nc1ccc(F)cc1	15%
O=C(Nc1ccc2nn(-c3cccc([N+](=O)[O-])c3)nc2c1)c1ccccc1Br	27%
COc1ccc(C2=C/C(=C/c3ccc(O)cc3)C(=O)O2)c(OC)c1	38%
Cc1cc2c3c(ccc(C)c3n1)N=CN2c1ccccc1	9%
Brc1ccc(C=NN2CCN(Cc3ccccc3)CC2)cc1	10%
O=C(COc1ccc2ccccc2c1)Nc1ccc(Cl)cc1	18%
O=C(CCSc1ccccc1)NC1CC2CCC1C2 (stereo not given)	0%
C=CCc1ccc(OCCCSc2ccc(Cl)cc2)c(OC)c1	20%
Cc1cc(C)c(NC(=O)CSc2nc3ccc(NC(=O)c4ccccc4Cl)cc3s2)c(C)c1	9%
COc1ccc(OCCOc2cccc(C=C3C(=O)NC(=S)NC3=O)c2)cc1	1%
Cc1nc(N/N=C/c2ccccc2F)cc(-c2ccccc2)n1	2%
CC(NS(=O)(=O)c1cccc([N+](=O)[O-])c1)C1C2CC3CC(C2)CC1C3 (stereo not given)	16%
Cc1ccc(-c2cc3nc4c(c(=O)n3[nH]2)CCCC4)cc1	6%
Cc1ccc(C(=O)N/C(=C/c2ccccc2)C(=O)NCc2ccccc2)cc1	6%
O=C(/C=C/c1cc(Br)cs1)Nc1ccccc1	11%
CC1=C(C(=O)Nc2cccc(Cl)c2)C(c2ccccc2Cl)NC(=S)N1 (stereo not given)	14%
CC1=NN(c2ccccc2)C(=O)/C1=C\c1ccccc1Cl	3%
O=C(Nc1cc([N+](=O)[O-])ccc1Cl)c1cc2ccccc2o1	8%
COc1ccc(/C=C/C(=O)c2ccc(C)cc2)cc1[N+](=O)[O-]	19%
COc1ccc(CC(=O)Nc2ccccc2C)cc1	4%
CCOC(=O)c1ccc(NC(=S)NCCO)cc1	0%
CC(=O)Nc1ccc(S(=O)(=O)NCCC(C)C)cc1	15%
CN(C)c1ccc(N=Cc2ccco2)cc1	9%
O=C1CC(Nc2ccc(N3CCOCC3)cc2)C(=O)N1c1ccc(Cl)cc1 (stereo not given)	10%
O=C(Oc1cccc(C=Nc2ccc(O)cc2)c1)c1sc2ccccc2c1Cl	7%
CCC(C(=O)Nc1ccccc1)c1ccccc1 (stereo not given)	6%
C=CCN(CP(C)(=O)OC(C)C)C(C)=O (stereo not given)	0%
CCOc1ccc(C(=O)Nc2cc(C)ccc2C)cc1Cl	10%
CCOc1ccc(NC(=O)c2cc3cc(OC)ccc3oc2=O)cc1	4%
COc1cc(CN2CCN(C(=O)c3cccs3)CC2)cc(OC)c1OC	9%
COc1ccc(Cl)cc1C(=O)Nc1ccc(Cl)c(-c2nc3ncccc3o2)c1	57%*
COc1cc(C=C2C(=O)N(C)C(=O)N(C)C2=O)ccc1OCCOc1ccccc1Cl	5%
N/C(=N\OC(=O)c1ccccc1Cl)c1ccc(Br)cc1	10%
O=C(NCc1ccccn1)c1ccccc1[N+](=O)[O-]	20%
